Bioassay records as filed in PubChem BioAssay.
Vif inh = blocks HIV Vif function. HEK293T cells, Vif self-association by quenched fluorescence, imaging, 24 h. inhibition, % at 7.49 µM. AID 602346. 0.35% of 340,000 active; in the data active = inhibition above about 50%, passing the limit was not always enough; inconclusive = no clear call, values can overlap the other calls; inactive = below about 31%; note: some results filed as inactive read as strong as hits
ABCB6 inh MLPCN = blocks the human ABCB6 transporter. Q9NP58. K562-ABCB6 porphyrin accumulation, flow cytometry, 1 h; active compounds read low. fluorescence ratio to DMSO, % at 10 µM. 0.19% of 360,000 active. AID 602162;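 active = fluorescence ratio to DMSO below 75%, the collection mean minus 3 SD; inconclusive = too few cells collected in the well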;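 note: signal is porphyrin accumulated inside mitochondria; 100% equals median channel fluorescence of DMSO control wells; lower ratio means ABCB6 inhibition with less porphyrin fluorescence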
MC4R antag cAMP = human MC4R antagonism in cAMP assay; P32245; MC4R-expressing cells, MTII-stimulated cAMP, LANCE TR-FRET; inhibition, % at 6.5 µM; 0.48% of 360,000 active;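 active = inhibition above its plate's cutoff, the mean of tested wells on that plate plus 3 SD, cut at about 29% in these data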;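 note: 0% = Melanotan II alone and 100% = Melanotan II plus saturating MCL0020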
Target sequence (P32245 whole entry, looked up): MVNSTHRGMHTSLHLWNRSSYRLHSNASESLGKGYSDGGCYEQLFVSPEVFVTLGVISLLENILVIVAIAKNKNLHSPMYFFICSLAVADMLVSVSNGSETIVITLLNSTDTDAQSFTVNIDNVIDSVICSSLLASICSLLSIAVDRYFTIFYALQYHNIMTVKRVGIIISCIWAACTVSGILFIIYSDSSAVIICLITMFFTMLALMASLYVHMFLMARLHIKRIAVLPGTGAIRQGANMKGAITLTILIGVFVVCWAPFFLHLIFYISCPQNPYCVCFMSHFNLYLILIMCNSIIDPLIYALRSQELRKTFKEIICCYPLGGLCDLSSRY
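System – human MC4R-expressing U2OS cells · Also added – Melanotan II · Dosing – one concentration, 6.5 µM nominal · Timing – 30-min compound, 1-h challenge, 1-h detection, room temperature · Measured by – Eu-cAMP/anti-cAMP TR-FRET, emission 671 nm · Replicates – singlicate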
ABHD5-PLIN5 inh = blocks binding of human ABHD5 to perilipin-5; Split G. princeps luciferase complementation, luminescence, 4 h; Q00G26+Q8WTS1; 0.78% of 360,000 active; inhibition, % at 4 µM;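 active = inhibition above the mean inhibition across every tested compound plus 3 SD, cut at about 22% in these data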;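 note: 0% = DMSO only wells and the 100% control is not disclosed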
N-glyco inh = N-linked glycosylation inhibition. D54 ERlucT glycosylation luciferase reporter, 24 h; percent of 100 nM tunicamycin response. 0.23% of 360,000 active. reporter increase, % at 12.5 µM;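 active = mean luciferase reporter signal, scaled so untreated is 0 and the glycosylation-blocking control 100, at or above a set limit in every replicate; inconclusive = mean reaches the limit but not every replicate does; inactive = mean below the limit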;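 note: luciferase carries N-glycosylation sites so blocking glycosylation raises the light; 0% = median of neutral control wells and 100% = median of 100 nM tunicamycin wells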
NOD2-RIPK2 inh = blocks binding of human NOD2 to RIPK2; O43353; 0.38% of 360,000 active; CHO BLA complementation NOD2-RIPK2, CCF4 ratio; inhibition, % at 4.98 µM; in the data active = inhibition above about 21%;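 note: 0% = vehicle only and 100% = reference blocker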
Target sequence (O43353 whole entry, looked up): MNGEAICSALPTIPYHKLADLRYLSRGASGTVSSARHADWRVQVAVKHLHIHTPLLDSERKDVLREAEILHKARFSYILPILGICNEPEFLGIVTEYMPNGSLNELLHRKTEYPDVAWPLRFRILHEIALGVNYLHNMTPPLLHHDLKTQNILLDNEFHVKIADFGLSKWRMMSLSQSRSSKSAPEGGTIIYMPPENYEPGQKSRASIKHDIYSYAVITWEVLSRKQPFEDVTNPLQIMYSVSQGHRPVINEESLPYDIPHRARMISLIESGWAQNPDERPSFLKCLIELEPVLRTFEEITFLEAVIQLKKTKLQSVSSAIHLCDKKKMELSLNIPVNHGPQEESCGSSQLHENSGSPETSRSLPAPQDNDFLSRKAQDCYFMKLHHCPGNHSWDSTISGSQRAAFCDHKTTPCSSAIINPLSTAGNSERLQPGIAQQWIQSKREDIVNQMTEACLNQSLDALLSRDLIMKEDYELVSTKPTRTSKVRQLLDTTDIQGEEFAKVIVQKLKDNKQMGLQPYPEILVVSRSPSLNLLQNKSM
Exocytosis inh = lytic granule exocytosis inhibition; inhibition, % at 10 µM; TALL-104 LAMP-1 surface exposure, flow cytometry; cells stimulated with thapsigargin and PMA; 0.66% of 360,000 active;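 active = inhibition above about 55%, limit read from the data; inconclusive = no clear call, values can overlap the other calls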
aDG glyco act = alpha-DG glycosylation activation; Pro5-aDG cells, alpha-DG glycosylation AlphaScreen (IIH6); 0% Pro5, 100% B10-LARGE cell signal; AID 624168; activation, % at 10 µM; 0.22% of 360,000 active;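 active = activation of at least 8% versus controls, or a plate z-score of at least 8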;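 note: Pro5 are CHO cells carrying HIG-tagged alpha-DG that lacks glycosylation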
TLR9-MyD88 inh = TLR9-MyD88 interaction inhibition | Q9NR96+Q99836 | CHO BLA complementation TLR9-MyD88, CCF4 FRET ratio | inhibition, % at 4.98 µM | 0.21% of 340,000 active;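 active = inhibition above the mean over all tested compounds plus 3 SD, cut at about 21% in these data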;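 note: 0% = DMSO only wells and 100% = clavulanate BLA inhibitor control wells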
MC4R ag barr = activates human MC4R beta-arrestin recruitment; P32245; U2OS MC4R beta-arrestin complementation, luminescence; percent of melanotan II response, DMSO zero; activation, % at 8.9 µM; 0.98% of 360,000 active; AID 540308;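 active = activation above a per-plate cutoff, the mean activation of sample wells on that plate plus 3 SD, cut at about 8% in these data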
An asterisk follows results filed as active; ? = inconclusive; nt = no result given. Some of the compounds tested (hit frequency here may not be typical).

Below each compound – Vif inh | ABCB6 inh MLPCN | MC4R antag cAMP | ABHD5-PLIN5 inh | N-glyco inh | NOD2-RIPK2 inh | Exocytosis inh | aDG glyco act | TLR9-MyD88 inh | MC4R ag barr
CC(C)CCN(Cc1ccco1)S(=O)(=O)c1ccc(-c2ccc(=O)[nH]n2)s1
 : 4.5 | 98.0 | 4.4 | -0.6 | -0.5 | 10.2 | -0.5 | 1.0 | -0.8 | -0.3
CCCC[C@H](CN[C@@H](CNC)[C@H](C)CC)NCCC12CCC(CC1)C2
 : -5.0 | 100.0 | 1.5 | -1.1 | -12.2 | -3.5 | 0.4 | 1.3 | 2.4 | 0.4
O=C(N/N=C/c1ccc(Cl)cc1)Nc1ccccc1
 : 0.6 | 95.0 | -7.1 | -4.0 | 1.4 | 15.0 | -2.8 | -0.2 | 2.9 | 5.7
O=c1c2ccccc2nc(/C=C/c2cccc([N+](=O)[O-])c2)n1CCCO
 : 8.2 | 98.0 | 4.6 | -2.5 | -7.1 | 1.0 | -1.2 | 0.2 | -4.4 | 0.7
CCn1cc(C(=O)OCC(=O)c2ccccc2)c(=O)c2ccc(C)nc21
 : -0.6 | 101.0 | -1.0 | 3.5 | 1.5 | 2.1 | -0.2 | -0.1 | 7.4 | 1.8
CCC(=O)N1CCC1(C)C(=O)Nc1ccc(OC)c(OC)c1 (configuration not stated)
 : ? | 96.0 | -5.4 | 1.4 | 2.6 | -16.1 | -1.5 | 0.0 | nt | -0.4
CC(=O)NS(=O)(=O)c1ccc(NC(=O)COc2ccc(C(=O)c3ccccc3)cc2)cc1
 : 2.5 | 98.0 | 13.8 | -4.3 | 3.3 | -2.8 | 2.2 | -0.1 | -6.0 | -4.0
O=C(CSCc1ccc(Cl)cc1)NCc1ccccn1
 : 5.1 | 97.0 | -4.7 | -2.6 | 0.8 | -15.8 | 0.3 | -0.1 | -7.2 | -0.6
Nc1cc(=O)[nH]c(SCc2nnc(-c3ccccc3)o2)n1
 : 15.0 | 98.0 | 0.0 | -8.0 | 3.2 | -9.5 | 2.4 | 0.2 | 3.8 | -1.1
CNC(=S)N/N=C/c1ccc(-c2cccc(C(=O)O)c2)o1
 : 24.5 | 106.0 | -25.0 | -2.0 | 0.5 | 5.5 | -0.5 | -0.1 | 1.4 | -0.8
Cc1oc2c(cc(NS(=O)(=O)c3cccs3)c3ccccc32)c1C(=O)OC(C)C
 : nt | 100.0 | -0.5 | -7.8 | 1.7 | -12.1 | 4.6 | 0.2 | 7.9 | -1.2
CCOc1ccccc1OCC(=O)OCC(=O)c1c(N)n(CC(C)C)c(=O)n(C)c1=O
 : -3.2 | 91.0 | 7.9 | -2.9 | -0.6 | 0.9 | -0.6 | 1.4 | -13.2 | 0.0
COc1cc(C(C(=O)NC2CCCC2)N(CCO)C(=O)Cn2nnc(-c3ccc(C)o3)n2)ccc1O (configuration not stated)
 : 4.3 | 105.0 | 3.2 | -1.9 | 0.1 | 6.2 | -6.3 | 0.0 | 2.5 | -0.3
COc1cccc(CN2CCNC(=O)C2CC(=O)NCCn2ccc3ccccc32)c1OC (configuration not stated)
 : -2.3 | 103.0 | 0.1 | -7.5 | -0.4 | 0.5 | 5.8 | -0.3 | -3.4 | -0.1
CC(=O)c1c(C)[nH]c(C(=O)CN2C(=O)NC(C)(CCC(C)C)C2=O)c1C (configuration not stated)
 : -5.6 | 98.0 | 5.7 | -4.0 | 6.5 | 2.8 | 6.9 | -0.4 | -1.7 | -4.4
CC(C)CN(C(=O)COC(=O)c1ccccc1SCC(=O)N1CCCC1)C1CCS(=O)(=O)C1 (configuration not stated)
 : -0.7 | 99.0 | 0.3 | -1.5 | -2.0 | -10.8 | -4.4 | -0.4 | -16.7 | 0.7
CCC/C=C/c1ccc(CN2C(C(C)C)C(=O)N(Cc3cn(CC4CCCCC4)nn3)CCS2(=O)=O)cc1 (configuration not stated)
 : -1.0 | 91.0 | 8.1 | -2.6 | -7.2 | -7.0 | 2.0 | 0.3 | -8.8 | -0.6
O=C1C2C3CCC(O3)C2C(=O)N1c1nccs1 (configuration not stated)
 : 1.7 | 100.0 | 5.9 | 3.2 | 0.4 | -4.7 | -0.1 | 0.1 | 3.9 | -0.1
COC(=O)[C@]1(C)N[C@H](CN(C)C(=O)Nc2ccc(C)cc2)[C@@H]2C(=O)N(Cc3ccccc3)C(=O)[C@@H]21
 : 3.9 | 99.0 | 13.8 | 2.5 | 1.9 | -5.2 | 2.2 | -0.1 | 3.5 | -2.8
CCS(=O)(=O)N1CCCC(C(=O)NCC2CCCO2)C1 (configuration not stated)
 : -0.5 | 102.0 | 7.8 | -8.4 | 4.5 | -3.5 | 3.1 | -0.2 | -3.0 | -1.9
Cc1ccc(C(C)c2c(C)c([N+](=O)[O-])cc(C)c2[N+](=O)[O-])cn1 (configuration not stated)
 : -1.0 | 96.0 | 6.7 | 1.3 | -2.8 | 3.9 | 26.2 | 0.1 | -10.2 | 1.2
CCC(O)CNC(=O)NC(=C(Cl)Cl)c1ccc(C)c(F)c1 (configuration not stated)
 : -17.9 | 109.0 | -5.7 | 8.0 | 1.0 | -11.5 | -4.8 | 0.4 | -4.0 | -1.1
CC(=O)N/C(=N/c1nc(C)cc(C)n1)Nc1ccc(NC(C)=O)cc1
 : 3.4 | 90.0 | 8.6 | 1.5 | 1.8 | -1.6 | 0.5 | -0.1 | 4.5 | -1.3
Cc1cc(C(=O)N2CCc3ccccc32)c2ccccc2n1
 : 0.0 | 95.0 | 11.6 | 1.1 | -0.5 | -6.0 | 2.7 | -0.1 | -3.7 | -1.4
CCCOP(=O)(c1ccc(N(C)C)cc1)C(O)c1ccncc1 (configuration not stated)
 : 2.0 | 99.0 | 1.5 | -2.9 | -1.8 | 1.1 | 2.5 | 2.5 | -8.2 | -0.3
CCOC(=O)CSC1=N/C(=C\c2cccnc2)C(=O)N1c1ccc(OC)cc1
 : -8.1 | 105.0 | 12.1 | -1.7 | -0.3 | -16.8 | 0.2 | 0.0 | -11.8 | 1.1
O=C(Cn1cc([N+](=O)[O-])ccc1=O)N1CCc2ccccc21
 : 0.8 | 98.0 | -0.9 | 8.8 | 4.2 | 2.2 | 13.1 | -0.1 | 2.1 | -1.0
O=C(Nc1ccc(S(=O)(=O)Nc2ncccn2)cc1)C1COc2ccccc2O1 (configuration not stated)
 : -11.1 | 99.0 | 3.8 | -0.5 | 0.4 | -6.0 | -1.1 | 0.2 | 2.9 | -1.6
CCN1C(=O)N(S(=O)(=O)c2ccc(C)cc2)[C@@H](c2ccccc2)C(C(=O)OC)=C1C
 : 1.9 | 98.0 | 0.6 | -10.7 | -2.8 | -4.1 | -2.6 | 0.0 | 3.8 | -0.8
CN(C)N=Nc1nc2c([nH]1)c(=O)n(C)c(=O)n2C
 : -16.9 | 100.0 | -4.7 | -5.7 | 4.4 | -7.7 | -0.9 | 0.0 | -7.5 | -0.6

By substructure: the compounds so far with an NH in an aromatic ring (4)
Below each compound – Vif inh | ABCB6 inh MLPCN | MC4R antag cAMP | ABHD5-PLIN5 inh | N-glyco inh | NOD2-RIPK2 inh | Exocytosis inh | aDG glyco act | TLR9-MyD88 inh | MC4R ag barr
CC(C)CCN(Cc1ccco1)S(=O)(=O)c1ccc(-c2ccc(=O)[nH]n2)s1
 : 4.5 | 98.0 | 4.4 | -0.6 | -0.5 | 10.2 | -0.5 | 1.0 | -0.8 | -0.3
Nc1cc(=O)[nH]c(SCc2nnc(-c3ccccc3)o2)n1
 : 15.0 | 98.0 | 0.0 | -8.0 | 3.2 | -9.5 | 2.4 | 0.2 | 3.8 | -1.1
CC(=O)c1c(C)[nH]c(C(=O)CN2C(=O)NC(C)(CCC(C)C)C2=O)c1C (configuration not stated)
 : -5.6 | 98.0 | 5.7 | -4.0 | 6.5 | 2.8 | 6.9 | -0.4 | -1.7 | -4.4
CN(C)N=Nc1nc2c([nH]1)c(=O)n(C)c(=O)n2C
 : -16.9 | 100.0 | -4.7 | -5.7 | 4.4 | -7.7 | -0.9 | 0.0 | -7.5 | -0.6

Remaining list, next part:
Below each compound – Vif inh | ABCB6 inh MLPCN | MC4R antag cAMP | ABHD5-PLIN5 inh | N-glyco inh | NOD2-RIPK2 inh | Exocytosis inh | aDG glyco act | TLR9-MyD88 inh | MC4R ag barr
CCCN1C(=O)C2(C(C(=O)c3ccc(C)o3)=C(O)C(=O)N2CCCOC)c2ccccc21 (configuration not stated)
 : ? | 99.0 | 13.3 | 3.5 | 0.3 | -11.5 | -3.9 | -0.1 | 14.6 | -1.2
COC(=O)C1Cc2c([nH]c3ccccc23)C2(CCN(Cc3ccccc3)CC2)N1 (configuration not stated)
 : 7.8 | 100.0 | 2.5 | -0.3 | -1.5 | -1.7 | 26.7 | -0.2 | 10.7 | 1.9
CCOC(=O)C(C)N1C(=O)S/C(=C/c2ccc3c(c2)n(C)c(=O)n3C)C1=O (configuration not stated)
 : -4.2 | 100.0 | -2.6 | 3.1 | 7.5 | -9.2 | 7.7 | 0.0 | 0.9 | -1.1
COc1cc(OC)c(C(=O)NCc2ccco2)cc1OC
 : -5.3 | 105.0 | 19.2 | -4.0 | 0.0 | -14.6 | 0.2 | -0.1 | -1.5 | 1.6
Cc1c(C(=O)NN2CCOCC2)oc2ccccc12
 : 7.6 | 102.0 | -0.3 | 3.2 | 2.1 | 8.4 | -16.2 | -0.3 | 6.1 | -1.5
COc1cc(/C=N\NC(=O)CC(=O)NCCc2ccccc2)ccc1O
 : -1.2 | 102.0 | 13.4 | -4.8 | -0.9 | -7.9 | -5.3 | 0.3 | -4.0 | -0.8
Cc1ccc(N(C)S(=O)(=O)c2cccc(C(=O)OCC(=O)c3c(N)n(C)c(=O)n(C)c3=O)c2)cc1
 : -5.3 | 96.0 | -0.9 | 9.3 | 0.4 | -2.1 | 0.5 | 1.3 | -1.5 | 0.6
CCOCc1nc(N)[nH]c(=O)c1Cc1ccc(OC(C)C)cc1
 : nt | 106.0 | -3.5 | 3.5 | 2.3 | -5.5 | -2.1 | 0.0 | -0.2 | 0.6
CCOC(=O)N1CCN(CCC(=O)c2ccc(Br)cc2)CC1
 : -2.7 | 93.0 | 12.2 | 8.2 | 3.1 | 5.7 | 88.1* | 0.2 | 8.0 | -1.0
CCc1cccc(CC)c1NC(=O)c1ccc(-c2cc(Cl)ccc2Cl)o1
 : -4.5 | 95.0 | 13.4 | -9.1 | 2.1 | 0.8 | 2.4 | -0.1 | nt | 3.6
COc1ccsc1C(=O)NCCN1CCOCC1
 : 1.0 | 97.0 | 1.9 | 0.1 | 0.3 | -3.9 | 2.6 | 0.0 | 2.2 | -2.9
COc1cc(C(=O)Nc2c(C)cc(C)cc2C)c(Br)c(OC)c1OC
 : 11.5 | 101.0 | 13.6 | -10.1 | 2.1 | -2.1 | -3.0 | -0.2 | -4.9 | -0.8
Cc1ccc(C(=O)NC2CCC(C)CC2)s1 (configuration not stated)
 : -4.1 | 100.0 | 2.1 | 9.4 | -11.0 | -13.1 | -1.4 | 0.0 | -1.1 | -1.2
Cc1ccn2c(c1)nc(=S)n2C(=O)c1ccccc1
 : -1.8 | 100.0 | 7.3 | -1.9 | -21.3 | 4.4 | 3.8 | 0.1 | 7.0 | -3.0
